Compound activity: PubChem BioAssay, National Center for Advancing Translational Sciences (NCATS)
KCNH2 3.1 block – KCNH2 3.1 (human) potassium channel inhibition. hit rate 0.95% among 340,000. AID 720553. activity change, % (tested at about 1.8 µM). U2OS KCNH2 3.1, thallium flux FluxOr; active compounds read low;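 active = maximum activity change below -70%; inconclusive = maximum activity change from -70% to -50%; inactive = maximum activity change above -50%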;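 note: thallium influx rate constant from kinetic fluorescence after stimulation buffer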
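U2OS cells transduced with KCNH2 3.1 mutant virus (1.77 x 10^8 /mL, 4 h), plated overnight at 37 C, loaded 45 min with FluxOr dye plus Red40 quencher. Thallium flux rate constant from kinetic reads after stimulation buffer, normalised to controls.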
Eya2 inh – Eya2 (human) phosphatase inhibition; recombinant Eya2, OMFP fluorescence dephosphorylation (OMFP is methylfluorescein phosphate); Potency, µM (top dose mostly 76.9 µM), for inactives: at the top dose activity, negative = inhibition, most hits filed as inhibitors; AID 488837; hit rate 0.006% among 330,000; note: potency is the fitted concentration of half-maximal effect
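Eya2 (0.2 uM) preincubated 10 min at ambient with compound, then OMFP substrate added at 50 uM; 10 min reaction in 50 mM HEPES pH 7.5, 50 mM NaCl, 5 uM MgCl2, 0.05% BSA, 1 mM DTT. Fluorescence read at Ex 485/Em 525 nm.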
Giardia killer – Giardia lamblia killing; Giardia lamblia trophozoite viability; activity change, % at 7.66 µM, hits read low; hit rate 0.15% among 340,000; AID 540267; in the data active = activity change below about -80%; inconclusive = between about -30% and that limit;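 note: parasites exposed to compound for two days anaerobically before the ATP read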
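Viability, read as ATP luminescence: trophozoites at 100 cells/well, compound added, 48 hrs anaerobic at 37 deg C, then 15-30 min room-temperature development before reading.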
Chronic BCR inh – chronic active BCR signaling inhibition; ABC-DLBCL IkBa-CBG/CBR reporter, luminescence ratio, 4 h; Potency, µM (top dose mostly 46.1 µM), for inactives: top-dose ratio change, negative = lower green/red ratio, most hits filed as inhibitors; hit rate 0.05% among 340,000; AID 493014; active = well fitted inhibition curve with a large enough effect in the signal ratio, with a control signal flat, not every such curve was filed as active; inconclusive = small, poorly fitted or top-dose-only effect, or effect the other way, or a change in a side signal; the % refers to the signal ratio;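 note: potency is the fitted concentration of half-maximal effect; plate controls were basal doxycycline-induced cells for no effect and cells given 10 µM MG132 for full effect; MG132 reads +100%, hits lower the ratio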
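Doxycycline induced both beetle luciferases in TMD8 lymphoma cells; IKK-driven degradation limits the IkappaBalpha-fused green signal, while red luminescence normalises for cell number and nonspecific effects. Compounds tested up to 46 uM, 4 hrs.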
B2AR arrestin – agonists driving beta-arrestin recruitment to human beta2-adrenergic receptor; P07550; beta-arrestin recruitment to beta2AR, cell-based reporter; Potency, µM (series often up to 46.1 µM), for inactives: at the top dose activation, hits mostly activators; hit rate 0.02% among 330,000;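 note: potency is the fitted concentration of half-maximal effect; 0% = DMSO controls and full agonism = EC100 isoproterenol or metaproterenol; nearly all actives have a fitted effect of over 65% in size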
USP2a inh – USP2a (human) protease inhibition | USP2 core, Ub-CHOP2 coupled fluorogenic reporter, 485/531 | Potency, µM (titrated, usually from 38.3 µM), inactives show top-dose activity change, negative = inhibition, most hits filed as inhibitors | hit rate 0.01% among 330,000;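 note: potency is the fitted concentration of half-maximal effect; plate controls were DMSO wells for no effect and full inhibition by NEM control for full effect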
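USP2 core (10nM final) preincubated 30min RT with compound in 20mM Tris-HCl pH 8.0, 2mM CaCl2, 2mM beta-mercaptoethanol, 0.05% CHAPS; 25nM Ub-CHOP2 plus 25nM reporter substrate added, fluorescence (Ex485/Em531) read after 60min.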
PKM2 activator – increases activity of human pyruvate kinase M2. P14618. purified PKM2, Kinase-Glo ATP luminescence, activation; response scale: 0% is enzyme alone, no compound. Potency, µM (series often up to 57.5 µM), inactives show at the top dose activation, hits mostly activators. hit rate 0.34% among 260,000. AID 1631; note: potency is the fitted concentration of half-maximal effect; nearly all actives have a fitted effect of over 55% in size
Target sequence (P14618 whole entry, looked up): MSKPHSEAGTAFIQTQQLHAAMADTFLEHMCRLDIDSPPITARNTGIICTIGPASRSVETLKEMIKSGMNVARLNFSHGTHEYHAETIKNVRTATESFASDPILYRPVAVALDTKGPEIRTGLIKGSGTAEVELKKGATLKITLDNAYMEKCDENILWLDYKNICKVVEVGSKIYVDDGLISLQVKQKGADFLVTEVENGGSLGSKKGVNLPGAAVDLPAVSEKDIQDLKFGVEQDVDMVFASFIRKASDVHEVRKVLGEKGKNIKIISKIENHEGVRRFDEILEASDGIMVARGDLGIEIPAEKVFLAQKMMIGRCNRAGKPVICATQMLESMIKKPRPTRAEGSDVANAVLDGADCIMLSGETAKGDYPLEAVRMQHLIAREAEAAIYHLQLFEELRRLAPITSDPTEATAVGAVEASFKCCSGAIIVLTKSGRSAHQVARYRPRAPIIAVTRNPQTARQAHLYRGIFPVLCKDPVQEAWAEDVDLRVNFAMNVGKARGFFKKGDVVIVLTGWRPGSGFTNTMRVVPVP
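ATP formation by purified human PK-M2, quantified via coupled luciferase luminescence after 1 h at room temperature with 0.1 mM ADP and 0.5 mM PEP final.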
uPA generation – inhibitors of cell surface uPA generation; hit rate 0.31% among 330,000; cell surface uPA generation assay, qHTS; AID 540303; Potency, µM (doses to about 38.3 µM), for inactives: at the highest dose activity change, negative = inhibition, actives largely listed as inhibitors; active = well fitted inhibition curve with a large enough effect; inconclusive = small, poorly fitted or top-dose-only effect; inactive = no such curve, though single readings can be large or run the other way; tested in mouse RAW 264.7 cells; note: potency is the fitted concentration of half-maximal effect; nearly all actives have a fitted effect of over 55% in size
KCNH2 WT inh – blocks the wildtype human KCNH2 potassium channel; hit rate 0.37% among 340,000; activity change, % at 1.84 µM; Q12809; U2OS, BacMam KCNH2, thallium flux FluxOr; active compounds read low;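 active = maximum activity change below -70%; inconclusive = maximum activity change between -70% and -50%; inactive = maximum activity change above -50%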
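U2OS cells transduced with wild-type KCNH2 virus are loaded with FluxOr dye for 45 min, and thallium flux is measured in kinetic reads before and after stimulation buffer. Rate constants are normalized to DMSO controls.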
FBPA coupling cs – inhibits coupling enzyme system, counter-screen for aldolase hits; activity change, negative = inhibition, % at 58.2 µM, hits read low; coupling enzyme system counterscreen, AmpLite Red fluorescence; hit rate 0.67% among 290,000; in the data active = activity change below about -30%
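Coupling enzymes only (glyceraldehyde-3-phosphate) + compound, at 57.5 uM final, 10 min RT; add substrate/coupling/AmpLite Red mix, 20 min RT; fluorescence ex 525/em 598 nm. Actives flag coupling-system interference.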
GALK inhibitor – blocks human galactokinase activity. Potency, µM (titrated, usually from 57.5 µM), without a hit: at the top dose activity change, negative = inhibition, most hits filed as inhibitors. P51570. AID 1868. hit rate 0.007% among 270,000. Purified GALK, Kinase-Glo residual ATP luminescence; note: potency is the fitted concentration of half-maximal effect
Target sequence (P51570 whole entry, looked up): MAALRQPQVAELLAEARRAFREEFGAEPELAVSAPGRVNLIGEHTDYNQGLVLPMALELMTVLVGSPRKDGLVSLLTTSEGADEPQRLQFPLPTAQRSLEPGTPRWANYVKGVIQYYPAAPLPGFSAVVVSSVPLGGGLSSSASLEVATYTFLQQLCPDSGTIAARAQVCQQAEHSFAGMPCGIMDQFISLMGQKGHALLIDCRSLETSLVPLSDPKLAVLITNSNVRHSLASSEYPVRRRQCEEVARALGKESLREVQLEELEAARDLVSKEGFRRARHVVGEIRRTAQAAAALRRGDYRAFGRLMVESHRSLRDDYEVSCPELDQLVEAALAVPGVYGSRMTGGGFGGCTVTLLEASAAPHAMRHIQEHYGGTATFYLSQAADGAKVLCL
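Kinase-Glo Plus luminescence measured ATP left after a 1 h room-temperature reaction. The reaction used 5 nM GALK, 100 uM galactose and 35 uM ATP at pH 8.0 (20 mM HEPES, 5 mM MgCl2, 60 mM NaCl, 1 mM DTT, 0.01% BSA).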
* = called active by the depositor; i = inactive; ? = inconclusive; nt = no result given; [ ] = dose if it differs, or a comment. Unless noted, calls come from the whole dose curve; as a rule, active = well fitted curve in the direction sought with a large enough effect; inconclusive = small, poorly fitted or top-dose-only effect, or another doubt; inactive = no such curve, though single readings can be large; an effect the other way counts as inactive or inconclusive. Unless noted, % is set by controls: 0 for no effect and ±100 for the full control effect.

Screens in order: KCNH2 3.1 block, Eya2 inh, Giardia killer, Chronic BCR inh, B2AR arrestin, USP2a inh, PKM2 activator, uPA generation, KCNH2 WT inh, FBPA coupling cs, GALK inhibitor
#1 COc1ccc(-c2n[nH]c3c2C(c2ccc(OC)c(OC)c2)N(c2ccccc2)C3=O)cc1 (configuration not stated)
    -17, 0%, 10, 0%, -0.7%, 0%, 7%, nt, 21, 6, 1%
#2 O=C(OC(c1ccc(NS(=O)(=O)c2ccccc2)cc1)(C(F)(F)F)C(F)(F)F)c1ccccc1
    -2, -8%, 1, ?, 3.6%, -9%, 2%, -11%, -15, -2, -2%
#3 CCC(C)(C)n1nnnc1C(c1ccc(F)cc1)N1CCN(C(=O)c2ccco2)CC1 (configuration not stated)
    7, -3%, -1, 7%, -0.1%, -4%, 4%, -13%, 11, 3, 11%
#4 Cc1c(NC(=O)/C(C#N)=C/C2CC=CCC2)c(=O)n(-c2ccccc2)n1C (configuration not stated)
    17, -11%, 13, 9%, 0.1%, 2%, -8%, 4%, 1, 5, -3%
#5 Cn1cc(CCNC(=O)CC2C(=O)NCCN2CC(c2ccccc2)c2ccccc2)cn1 (configuration not stated)
    14, 7%, 25, -2%, 0.2%, 1%, -3%, -13%, 2, -12, 2%
#6 CCOC(=O)c1cnn(-c2ccccc2)c1-c1ccccc1
    -1, -6%, 0, 15%, 0.3%, 2%, -5%, 3%, 7, 3, -2%
#7 CCc1ccc2c(COC(=O)C3CC(=O)N(CCc4ccccc4)C3)cc(=O)oc2c1 (configuration not stated)
    -37, -22%, -11, 0%, -0.4%, 3%, nt, 19%, -9, nt, nt
#8 O=c1[nH]cnc2ccc([N+](=O)[O-])cc12
    -24, -1%, ?, -1%, -0.4%, 14%, 6%, 5%, -39, 0, -3%
#9 C/C(CC(=O)Nc1ccc([N+](=O)[O-])cc1)=N/NC(=O)C1CC12CCC2 (configuration not stated)
    -15, -22%, -6, 0%, 0.3%, -6%, -7%, -2%, -13, 0, 3%
#10 COc1ccc(NC(=O)CN2C(=O)C(C)SC(C)C2=O)cc1 (configuration not stated)
    3, -11%, 15, 0%, -0.4%, 0%, 5%, 0%, i, 0, 1%
#11 Cc1ccccc1Cn1c(=O)n(C)c(=O)c2sccc21
    0, 9%, 26, -9%, 0.2%, -2%, 13%, -5%, 3, 0, -2%
#12 CC(NC(=O)C(Cc1ccccc1)N1C(=O)C2C3CCC(C3)C2C1=O)c1ccccc1 (configuration not stated)
    2, 7%, -17, 9%, 0.0%, 1%, 8%, 4%, 3, 1, 1%
#13 C=CCn1c(SCC(=O)Nc2nnc(C)s2)nnc1-c1cccnc1
    12, -2%, -14, 2%, 0.4%, 5%, -1%, 5%, -19, 0, 0%
#14 Cc1cccc(C(=O)N[C@H](C(=O)OCC(=O)NC(=O)c2cccn2C)C(C)C)c1
    -4, -2%, -5, -14%, -0.9%, 6%, 13%, 3%, i, -6, 0%
#15 COc1ccc(-c2csc(N(CCCN(C)C)C(=O)c3ccc(C(C)(C)C)cc3)n2)cc1
    2, 2%, -12, ?, -0.2%, 2%, 1%[11.5 µM], -4%, 23, 1, 6%
#16 CCOc1ccccc1C(=O)OCC(=O)Nc1ncc(C(F)(F)F)cc1Cl
    21, -6%, -4, ?, 0.1%, 0%, -4%, nt, 0, 0, -1%
#17 COc1ccc(Oc2ccc(/C=C/C(=O)c3ccc(O)cc3)cc2[N+](=O)[O-])cc1
    -9, 0%, -7, ?, -0.4%, -3%, 0%, -10%, -3, 0, nt
#18 Cc1ccc(N(C(=O)c2snc(C(N)=O)c2N)C(CC(C)C)C(=O)NC2CCCC2)cc1 (configuration not stated)
    -2, 19%, -4, -2%, 0.0%, 3%, nt, -2%, -4, -4, 1%
#19 Cc1noc(C)c1COC(=O)c1ccc2c(c1)S(=O)(=O)c1ccccc1C2=O
    15, 5%, 11, ?, 3.8%, 2%, -2%, -3%, -9, 0, 0%
#20 COc1ccc(N(C(=O)CNC(=O)c2ccco2)C(C(=O)NC2CCCC2)c2ccco2)cc1 (configuration not stated)
    1, 3%, 2, 0%, -0.4%, 0%, 3%, -6%, 8, 3, 1%

#21 Cc1ccc(/C=C/C(=O)Nc2ccc([N+](=O)[O-])c(NC(=O)/C=C/c3ccc(C)o3)c2)o1
#22 Cc1ccc(NC(=O)Cc2ccc(-n3cccc3)cc2)c(C)c1
#23 Cc1cccc(NC(=O)CSc2nsc(SCC(=O)Nc3cccc(C)c3)c2C#N)c1
#24 CC(OC(=O)c1cc(S(=O)(=O)N(C)c2ccccc2)ccc1Cl)C(=O)Nc1ccc2c(c1)OCCO2 (configuration not stated)
#25 C/C(=N\NC(=O)c1cc(C(C)(C)C)[nH]n1)C12CC3CC(CC(C3)C1)C2
Screen / compound no.	21	22	23	24	25
KCNH2 3.1 block	-46	4	-19	4	4
Eya2 inh	-8%	10%	-3%	4%	3%
Giardia killer	28	-12	-7	-13	-25
Chronic BCR inh	0%	2%	?	0%	?
B2AR arrestin	-0.1%	3.1%	-0.5%	-1.7%	-0.7%
USP2a inh	-26%	2%	0%	1%	1%
PKM2 activator	21%	1%	-1%	0%	-1%
uPA generation	11%	3%	?	-4%	-6%
KCNH2 WT inh	0	-4	nt	0	-9
FBPA coupling cs	0	3	0	1	3
GALK inhibitor	0%	1%	1%	0%	1%

#26 CCSc1nnc(NC(=O)[C@@H](NC(=O)c2ccccc2)C(C)C)s1
#27 CCCc1nn2c(=O)cc(CSCC(=O)Nc3cccc(C)c3)nc2s1
#28 COC(CNC(=O)c1ccc(CS(=O)(=O)c2ccccc2)o1)OC
#29 COc1ccc(N2CCN(c3ccc(N4C(=O)CC(C)C4=O)cc3[N+](=O)[O-])CC2)cc1 (configuration not stated)
#30 COc1ccc(CCN=CC2=C(O)CCCC2=O)cc1OC
Screen / compound no.	26	27	28	29	30
KCNH2 3.1 block	13	-91*	10	-5	-1
Eya2 inh	1%	0%	8%	?	0%
Giardia killer	-10	2	13	2	1
Chronic BCR inh	-4%	0%	?	-2%	-1%
B2AR arrestin	-1.6%	0.2%	-0.9%	0.2%	0.0%
USP2a inh	2%	0%	3%	12%	-4%
PKM2 activator	3%	nt	nt	4%	-2%
uPA generation	0%	5%	2%	?	-2%
KCNH2 WT inh	-17	6	2	-1	-5
FBPA coupling cs	-9	nt	0	-1	0
GALK inhibitor	1%	-1%	0%	0%	1%

Reprinted from the part before: two compounds, followed by the next part.
#29 COc1ccc(N2CCN(c3ccc(N4C(=O)CC(C)C4=O)cc3[N+](=O)[O-])CC2)cc1 (configuration not stated)
#30 COc1ccc(CCN=CC2=C(O)CCCC2=O)cc1OC
#31 Cc1cc(NC(=O)C2CC2)ncc1NC(=O)c1ccccn1
#32 Cc1ccc(-n2c(C)cc3c2CC(C)(C)CC3=O)cc1C
#33 O=C(COC(=O)c1ccc(O)cc1O)N=c1sccn1Cc1ccccc1Cl
#34 CCc1cc2c(SCC(=O)c3ccc(Cl)s3)ncnc2s1
#35 COc1ccc2nc(NC(=O)C3CCCN(S(=O)(=O)c4cccc5nsnc45)C3)sc2c1 (configuration not stated)
Screen / compound no.	29	30	31	32	33	34	35
KCNH2 3.1 block	-5	-1	9	13	-2	11	7
Eya2 inh	?	0%	-2%	7%	14%	5%	0%
Giardia killer	2	1	-1	-1	15	-6	-8
Chronic BCR inh	-2%	-1%	3%	2%	?	-1%	0%
B2AR arrestin	0.2%	0.0%	0.0%	-0.2%	8.2%	0.2%	-0.2%
USP2a inh	12%	-4%	2%	-1%	-4%	-1%	1%
PKM2 activator	4%	-2%	-18%	4%	nt	-1%	0%
uPA generation	?	-2%	0%	0%	6%	-1%	-3%
KCNH2 WT inh	-1	-5	-2	4	-12	-16	2
FBPA coupling cs	-1	0	1	9	nt	-1	-5
GALK inhibitor	0%	1%	2%	-1%	nt	-4%	-1%
